GoLoco inh red: RGS12 GoLoco-Gai1 interaction inhibition; Gai1:RGS12 GoLoco peptide FP, rhodamine, 10 min; P63096; Potency, µM (doses to about 61.6 µM), for inactives: at the highest dose activity, negative = inhibition, most hits filed as inhibitors; 0.44% of 230,000 active; active = well fitted inhibition curve with a large enough effect, not every such curve was filed as active; inactive = no such curve, though single readings can be large or run the other way; also: nearly all actives have a fitted effect of over 30% in size; many of its hits are not listed in these tables
TexasRed fluor: alters Texas Red total fluorescence, flagging assay interference; Potency, µM (series often up to 106 µM), for inactives: at the highest dose fluorescence change, negative = quenching; TRb/SRC2 Texas Red total fluorescence interference; 0.29% of 280,000 active; active = well fitted curve in either direction with a large enough effect; inconclusive = small, poorly fitted or top-dose-only effect
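Human TRβ ligand-binding domain (0.6 uM) and Texas Red SRC2 peptide (20 nM) in Tris buffer with 1 uM T3 and 5% DMSO were incubated with pinned compound for 5 hr at ambient temperature. Total fluorescence was computed as S + 2P (555/632 nm).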
Tau fibril ThT: tau fibrillization inhibition (ThT binding); recombinant tau K18 P301L, heparin-induced fibrillization, ThT fluorescence; Potency, µM (titrated, usually from 57.4 µM), for inactives: at the highest dose activity, negative = inhibition, hits mostly inhibitors; AID 1460; P10636; 2.1% of 270,000 active; also: nearly all actives have a fitted effect of over 55% in size
Target sequence (P10636 561-689 P618L limits assumed): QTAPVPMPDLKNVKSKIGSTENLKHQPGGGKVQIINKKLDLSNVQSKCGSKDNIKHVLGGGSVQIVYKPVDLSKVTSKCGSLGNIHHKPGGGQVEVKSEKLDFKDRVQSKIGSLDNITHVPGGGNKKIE
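ThT emission at 510 nm, taken 1 hr after adding 30 uM dye, quantifies aggregates formed when 20 uM heparin acts on human tau K18 P301L for 6 hr at 37 C.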
JMJD2E inh: JMJD2E (human) inhibition. B2RXH2. JMJD2E catalytic domain, FDH-coupled NADH fluorescence (FDH is formaldehyde dehydrogenase). Potency, µM (highest dose often 57.1 µM), without a hit: at the top dose activity change, negative = inhibition, hits mostly inhibitors. 1.6% of 230,000 active; active = well fitted inhibition curve with a large enough effect, not every such curve was filed as active; inconclusive = small, poorly fitted or top-dose-only effect, or another doubt; inactive = no such curve, though single readings can be large or run the other way;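 also: 0% = wells with enzyme and -100% = buffer wells without enzyme; nearly all actives have a fitted effect of over 50% in size; many of its hits are not listed in these tables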
RECQ1 inh: inhibitors of human RECQ1 DNA helicase; 0.54% of 240,000 active; RECQ1 DNA unwinding, red fluorescence kinetic read; P46063; Potency, µM (doses to about 57.3 µM), inactives show at the highest dose activity, negative = inhibition, hits mostly inhibitors;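 also: plate controls were vehicle for no effect and no enzyme for full effect; nearly all actives have a fitted effect of over 30% in size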
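50 nM RECQ1T1 preincubated 15 min with compound in Tris pH 8.0 buffer with MgCl2, DTT, Tween-20 and 2.5 ug/ml poly(dI-dC); started with 200 nM TAMRA/BHQ-2 forked duplex and 2 mM ATP. Unwinding read as fluorescence (525/598 nm), two reads 2 h apart.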
L3MBTL1 block: inhibitors of human L3MBTL1 | AlphaScreen L3MBTL1–H3K9me1 peptide binding | 0.66% of 230,000 active | Potency, µM (series often up to 57.1 µM), without a hit: at the highest dose activity, negative = inhibition, usual class: inhibitors; also: nearly all actives have a fitted effect of over 60% in size
Target sequence (Q9Y468 whole entry, looked up): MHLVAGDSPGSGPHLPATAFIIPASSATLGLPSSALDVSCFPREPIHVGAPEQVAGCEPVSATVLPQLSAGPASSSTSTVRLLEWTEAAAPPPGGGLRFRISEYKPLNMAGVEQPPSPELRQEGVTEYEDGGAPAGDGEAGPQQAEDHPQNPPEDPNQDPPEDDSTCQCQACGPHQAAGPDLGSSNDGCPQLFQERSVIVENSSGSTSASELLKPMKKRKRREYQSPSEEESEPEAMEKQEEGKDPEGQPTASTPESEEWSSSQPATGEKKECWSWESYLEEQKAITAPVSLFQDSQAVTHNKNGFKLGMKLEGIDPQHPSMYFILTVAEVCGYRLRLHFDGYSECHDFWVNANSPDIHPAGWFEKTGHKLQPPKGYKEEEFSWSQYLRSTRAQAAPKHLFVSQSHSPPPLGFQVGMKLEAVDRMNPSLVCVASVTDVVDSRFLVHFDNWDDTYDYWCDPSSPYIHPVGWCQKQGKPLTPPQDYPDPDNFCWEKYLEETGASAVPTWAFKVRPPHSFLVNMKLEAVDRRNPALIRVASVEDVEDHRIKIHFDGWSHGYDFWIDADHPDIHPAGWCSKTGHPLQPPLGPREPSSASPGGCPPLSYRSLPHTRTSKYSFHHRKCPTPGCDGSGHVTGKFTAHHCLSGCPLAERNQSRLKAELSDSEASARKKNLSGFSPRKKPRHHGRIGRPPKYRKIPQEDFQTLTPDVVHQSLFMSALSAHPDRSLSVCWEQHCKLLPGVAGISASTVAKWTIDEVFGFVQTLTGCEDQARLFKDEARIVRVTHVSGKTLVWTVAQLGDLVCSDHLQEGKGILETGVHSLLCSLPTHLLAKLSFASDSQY
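L3MBTL1 50 nM + b-AHA-H3(1-15)K9me1 75 nM, 30 min RT; compound added, 30 min RT; streptavidin donor/Ni-chelate acceptor beads 10 ug/mL each final, 30 min RT dark; AlphaScreen read.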
Tau FP inhib: tau fibrillization inhibition (FP); K18 P301L tau heparin fibrillization, Alexa594 FP, 6 h; 0.39% of 280,000 active; Potency, µM (titrated, usually from 57.7 µM), without a hit: at the highest dose activity, negative = inhibition, actives largely listed as inhibitors; also: nearly all actives have a fitted effect of over 55% in size
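FP of Alexa 594-tau after heparin (20 uM) induction. Substrate: human K18 P301L, 15 uM unlabeled, 0.24 uM labeled. Buffer 100 mM sodium acetate pH 7. 6 hr, 37 C.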
TRb-SRC2 inh: inhibitors of human thyroid hormone receptor beta-SRC2 interaction; P10828; TRbeta-SRC2 peptide binding, fluorescence polarization; receptor liganded with 1 µM T3; Potency, µM (top dose mostly 106 µM), for inactives: at the highest dose activity change, negative = inhibition, hits mostly inhibitors; 0.065% of 280,000 active; AID 1469;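 also: plate controls were bound peptide for no effect and peptide without receptor for full effect; nearly all actives have a fitted effect of over 50% in size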
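TRb LBD 0.6 uM + Texas Red SRC2 peptide 20 nM, 1 uM T3, Tris buffer w/ 5% DMSO; compound pinned, 5 h RT; FP read ex 555/em 632; normalized to unbound and bound controls.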
Numbers without * were called inactive; i = inactive; ? = inconclusive; · = not tested or not shown; & = joins results of further samples; [ ] = another dose, or the depositor's remark. Unless noted, calls follow the shape of the dose curve; as a rule, active = well fitted curve in the direction sought with a large enough effect; inconclusive = small, poorly fitted or top-dose-only effect, or another doubt; inactive = no such curve, though single readings can be large; an effect the other way counts as inactive or inconclusive. Unless noted, % is scaled to controls: 0 for no effect and ±100 for the full control effect; potency is read from the fitted curve at half-maximal effect.

SMILES	GoLoco inh red	TexasRed fluor	Tau fibril ThT	JMJD2E inh	RECQ1 inh	L3MBTL1 block	Tau FP inhib	TRb-SRC2 inh
Cc1cccc2c(=O)cc(CSc3ccccc3NC(=O)c3cccc(Cl)c3)[nH]c12	·	0%	7%	·	·	·	-2%	-3%
Cc1csc2ncnc(NCCc3ccccn3)c12	6%	-3%	0%	-2%	0%	-10%	8%	-4%
COC(=O)c1ccc(N2C(=O)Nc3ccccc3N2O)cc1	6%	1%	0%	-30%	i	0%	8%	8%
CCc1nc(N)c(C#N)c(-c2ccc(OC)c(OC)c2)c1C	7%	-1%	1%	?	-3%	·	10%	-11%
Cn1cnc(S(=O)(=O)N2CCC(C(=O)Nc3ccc(C#N)cc3)CC2)c1	·	-2%	-2%	·	·	·	1%	5%
COc1ccc(-n2c(SCc3ccc([N+](=O)[O-])cc3)nnc2-c2ccccc2)cc1	4%	1%	2%	5%	9%	-26%	3%	9%
COC(=O)[C@@H](NC(=O)N1CCc2nc(-c3ccc(OC)cc3C)c3c(c2C1)CO[C@@H](c1ccccc1)C3)C(C)C	1%[14.2 µM]	-4%[11.2 µM]	-4%[11.5 µM]	-7%[11.4 µM]	-1%[11.5 µM]	·	2%[11.6 µM]	-1%[11.2 µM]
COc1ccc(OCC(O)CNC(=O)Nc2cc(F)ccc2C)cc1 (stereo not given)	-4%	-1%	-2%	-3%	-2%	6%	-4%	4%
Cc1ccc(C)c2[nH]c(=O)c(CN(Cc3ccc4c(c3)OCO4)Cc3nnnn3Cc3ccco3)cc12	0%	6%	-2%	?	22µM*	-6%	4%	-5%
COc1ccc(-c2noc(-c3ccc(N4CCN(c5ccccc5)CC4)c([N+](=O)[O-])c3)n2)cc1OC	·	-2%	-14%	·	·	·	-8%	5%
O=C(c1cccc([N+](=O)[O-])c1)N1CCCC(C(=O)N2CCCCC2)C1 (stereo not given)	-3%	-6%	-1%	-7%	i	-4%	8%	-9%
O=C(CCN1CCc2ccccc2CC1)c1ccc2c(c1)OCCO2	-7%	-4%	?	0%	-3%	·	?	-3%
Cc1ccc(NC(=O)CSc2ccccc2NC(=O)c2ccccc2)cc1Cl	1%	1%	2%	?	-3%	2%	-12%	3%
CCOc1ccc(-c2nnc(SCC(=O)Nc3ccc(C)cc3Cl)o2)cc1	·	1%	-11%	·	·	·	0%	4%
COC(=O)C1=C(NC(=O)c2ccc(C)cc2)CCS1	-2%	-1%	-10%	-5%	-3%	-2%	-4%	-9%
CC(C)Oc1cc2oc(=O)c3c(c2cc1Cl)CCC3	0%	-1%	0%	?	-7%	6%	3%	-7%
COc1ccc(/C=N/N=C2/NC(=O)C(c3ccccc3)(c3ccccc3)S2)cc1	8%	-6%	-14%	7%	-11%	·	7%	-10%
CC(C)CCOC(=O)/C=C/c1ccccc1	9%	0%	·	·	1%	·	·	-6%
Cc1cc(C)c(-n2c(C)cc(/C=C3/NC(=O)NC3=O)c2C)c(C)c1	6%	-6%	?	?	-8%	-21%	-10%	0%
COc1ccc(C(=O)Nc2ccc(S(=O)(=O)Nc3cc(C)nc(C)n3)cc2)c(OC)c1	0%	-5%	-6%	6%	-2%	3%	-2%	-6%
Cc1cc(/C=C(\C#N)C(=O)O)c(C)n1CC(C)C	·	-3%	-5%	-9%	-4%	-3%	8%	-1%
CCN(CC(=O)NC1CCCC1)S(=O)(=O)c1ccc(C)cc1	-7%	2%	-2%	5%	5%	-6%	4%	-13%
Cc1ccc(Cn2c(=O)n(Cc3ccco3)c(=O)c3ccccc32)cc1	-6%	1%	-1%	-1%	5%	-21%	3%	-11%
CC(=O)CC(=O)Nc1ncc(C(F)(F)F)cc1Cl	8%	-1%	0%	-30%	-6%	-9%	6%	-2%
O=C1CCCC2=C1C(c1ccccc1)CC(=O)N2c1ccccc1 (stereo not given)	5%	-4%	-5%	3%	-11%	-3%	2%	0%
C/C(=N\NC(=O)COc1ccc(C(C)(C)C)cc1)c1ccc(OC(F)F)cc1	3%	2%	-17%	-10%	i	2%	-2%	5%
Cc1cc([N+](=O)[O-])nn1CCCC(=O)O	5%	-12%	-10%	-8%	-5%	·	-6%	1%
O=C(Nc1cccc(F)c1)c1c(F)c(F)c(F)c(F)c1F	-6%	2%	-11%	1%	-3%	13%	1%	-5%
Cc1ccc(N2C(=O)C(Cc3ccccc3)NC2=S)cc1 (stereo not given)	3%	-2%	-12%	-1%	-3%	5%	-1%	-16%
C=CCn1c(SCC(=O)N2CCc3ccccc3C2)nc2sc(C)cc2c1=O	11%	-1%	?	9%	-3%	-4%	-6%	-3%
NNc1nc(Nc2ccccc2)nc(N2CCCCC2)n1	12%	-8%	?	14%	-21%	·	-8%	1%
O=C(Cn1ncc2c3ccccc3n(Cc3ccccc3)c2c1=O)NCc1ccccn1	·	0%	-4%	·	·	·	-8%	0%
CCCC(NC(=S)NCC1CCCO1)C12CC3CC(CC(C3)C1)C2 (stereo not given)	1%	-1%	-11%	3%	5%	·	5%	-6%
OCCN1CCN(CC(O)COc2ccc(C34CC5CC(CC(C5)C3)C4)cc2)CC1 (stereo not given)	4%	-1%	-10%	-6%	i	·	-8%	2%
N#Cc1ccc(CN2C(=O)c3ccccc3Sc3ccc(C(=O)OCc4ccco4)cc32)cc1	·	1%	-2%	·	·	·	-8%	-6%
CC1(C)CC(NC(=O)c2cccc3ccccc23)CC(C)(C)N1	5%	-1%	-10%	1%	-11%	·	-3%	-4%
c1cc(CN2CCCCC2)cc(OCCCNc2nc3ccccc3s2)c1	19%&7%&1%	-8%&-1%&1%	?	0%&-26%	-5%	·	-11%&-4%&-2%	-1%&-9%&6%
O=C(/C(=C/O)N=Nc1ccc(Cl)cc1)c1ccncc1	16%	-9%	20µM*	-30%	-1%	-12%	-8%	-5%
Cc1ccc2ncc3c(-c4ccc(F)cc4)nn(-c4cccc(F)c4)c3c2c1	·	0%	0%	·	·	·	-5%	6%
Cc1ccc(C(=O)NC2CCS(=O)(=O)C2)cc1S(=O)(=O)N1CCCCC1 (stereo not given)	8%	2%	0%	-3%	i	-9%[11.4 µM]	-3%	-16%
Cc1cc(C)n(C(=O)Cn2nc([N+](=O)[O-])cc2C)n1	7%	0%	-6%	8%	-3%	24%	-1%	8%
CCOC(=O)C1=C(N)n2c(s/c(=C/c3ccccc3)c2=O)=C(C(=O)OCC)C1c1ccccc1 (stereo not given)	-6%	2%	-1%	4%	-5%	-4%	8%	12%
CCC(=NC1CC(C)(C)NC(C)(C)C1)C1=C(O)CC(C)(C)CC1=O	-2%	-1%	-14%	2%	8%	1%	4%	-1%
O=C(CSc1nc2ccccc2[nH]1)NCc1ccco1	5%	-2%	-5%	3%	i	-8%	0%	2%
Cc1cc(C)nc(/N=C(\N)N2CCCCCC2)n1	·	-4%	-2%	1%	1%	-2%	8%	3%
CCOC(=O)c1ccc(NC(=O)C2=C(C)Nc3nc(SCc4ccc(Cl)cc4)nn3C2c2ccc(C)cc2)cc1 (stereo not given)	·	6%	-5%	·	·	·	-10%	-7%
CCC1=NN(C(=O)Cc2ccc([N+](=O)[O-])cc2)C(O)(C(C)(C)C)C1 (stereo not given)	11%	-4%	10%	-18%	7%	-16%	-1%	0%
CC(C)Cc1ccc(S(=O)(=O)N2CCN(C(=O)c3ccco3)CC2)cc1	-7%	0%	-7%	2%	-5%	-2%	-3%	-1%
COc1ccc(-c2noc(-c3ccc(NC4CCCC4)c([N+](=O)[O-])c3)n2)cc1OC	·	-1%	9%	·	·	·	-7%	2%
Cc1ccc(-n2c3c(cc(C(=O)Nc4cccc(C)n4)c2=O)C(=O)CCC3)cc1	18%	2%	-9%	1%	i	·	-7%	7%
CCc1ccc(/C=C2\Oc3c(ccc(O)c3CN3CCN(C)CC3)C2=O)cc1	8%	-4%	?	?	0%	-2%	1%	5%
CC(=O)c1c(C(C)=O)c(C)n(-c2ccc(N)c(C)c2)c1C	-4%	45µM*[fluorescent]	-16%	-26%	-9%	·	-1%	22µM*
Cc1cc(Cl)ccc1OCCCC(=O)NCC1CCCO1 (stereo not given)	2%	-1%	-2%	3%	-4%	5%	-11%	-2%
Cc1nc(NC(=O)/C=C/c2ccccc2)sc1C(=O)Nc1ccc(Cl)cc1	2%	1%	2%	?	-3%	3%	-12%	4%
CCOC(=O)C(=NC1CCCCC1)NNc1cccc(C(F)(F)F)c1	·	-7%	-11%	-17%	-1%	-5%	6%	-4%
NC(=O)c1ccccc1N/C=C/C(=O)c1ccc(F)cc1	2%	0%	-8%	?	-3%	-3%	-4%	-19%
COc1cccc(-n2nnnc2SCC(=O)Nc2nc3c(s2)CCCC3)c1	179%[activator]	-6%	16%	-6%	-2%	-15%	7%	-4%
CCn1nc(-c2ccccc2)c(-c2ccccc2)c(C(=O)Nc2nc(C)c(C(=O)N(C)C)s2)c1=O	·	1%	1%	·	·	·	4%	-14%
N#Cc1cc2c(nc1SCC(=O)O)CCCC2	-16%	2%	7%	0%	-2%	·	5%	-17%
COc1cccc(OCCn2cccc2/C=C2/C(=N)N3OC(C)=CC3=NC2=O)c1	10%	-6%	-17%	-15%	-8%	·	?	-5%
Cc1cc(OCCn2ccnc2)ccc1C(C)C	4%	-10%	5%	9%	14%	10%	-6%	-13%

Part of the list above, with each value named.
O=C(Nc1cccc(F)c1)c1c(F)c(F)c(F)c(F)c1F
  GoLoco inh red = -6% | TexasRed fluor = 2% | Tau fibril ThT = -11% | JMJD2E inh = 1% | RECQ1 inh = -3% | L3MBTL1 block = 13% | Tau FP inhib = 1% | TRb-SRC2 inh = -5%
Cc1ccc(N2C(=O)C(Cc3ccccc3)NC2=S)cc1 (stereo not given)
  GoLoco inh red = 3% | TexasRed fluor = -2% | Tau fibril ThT = -12% | JMJD2E inh = -1% | RECQ1 inh = -3% | L3MBTL1 block = 5% | Tau FP inhib = -1% | TRb-SRC2 inh = -16%
C=CCn1c(SCC(=O)N2CCc3ccccc3C2)nc2sc(C)cc2c1=O
  GoLoco inh red = 11% | TexasRed fluor = -1% | Tau fibril ThT = ? | JMJD2E inh = 9% | RECQ1 inh = -3% | L3MBTL1 block = -4% | Tau FP inhib = -6% | TRb-SRC2 inh = -3%
NNc1nc(Nc2ccccc2)nc(N2CCCCC2)n1
  GoLoco inh red = 12% | TexasRed fluor = -8% | Tau fibril ThT = ? | JMJD2E inh = 14% | RECQ1 inh = -21% | L3MBTL1 block = · | Tau FP inhib = -8% | TRb-SRC2 inh = 1%

Screening results from PubChem BioAssay.

This is a subset; the hit share may differ from the screen's.
